Assay outcomes: PubChem, Sanford-Burnham Center for Chemical Genomics
Mdm2 MdmX PPI = human Mdm2/MdmX binding inhibition; SaOS-2 split-luciferase Mdm2/MdmX complementation, luminescence; inhibition, % at 8 µM; 330,000 compounds, 3% hits;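 active means inhibition of at least 50% at 8 µM in the primary screen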
XBP1 UPR activ = activators of adaptive arm of unfolded protein response (XBP1) | CHO-XBP1 luciferase reporter, IRE1-XBP1 UPR activation, luminescence; percent of tunicamycin response, DMSO as zero | 330,000 compounds, 0.33% hits | activation, % at 20 µM | AID 463104;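 active means versus positive control, 20 µM dose yields 30% or more activation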;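 further: 100% = tunicamycin at 10 µg/mL and 0% = DMSO only wells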
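Material: IRE1-XBP1 luciferase reporter CHO line / Quantity: one thousand reporter cells per well / Buffer or medium: F12 with 10% serum / Compound: 20 µM single concentration, DMSO 1% / Times: 6 h treatment, 37 °C / Detection: Steady-Glo luciferase glow luminescence, 10 min after reagent addition / Benchmarks: tunicamycin high, DMSO low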
CHOP UPR activ = activators of apoptotic arm of unfolded protein response (CHOP). 330,000 compounds, 0.34% hits. activation, % at 10 µM. CHO-CHOP luciferase reporter, UPR activation, luminescence; percent of tunicamycin response over DMSO baseline;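 active means at 10 µM dose, activation of 40% or more, normalized to positive control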;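 further: 100% = tunicamycin at 10 µg/mL and 0% = DMSO alone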
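Test system: CHO-CHOP cells, stable luciferase reporter of PERK-eIF2a-CHOP signalling | Quantity: 500 CHO-CHOP cells per well | Buffer or medium: F12 plus 10% serum | Compound dosing: 10 µM single point, 0.5% DMSO | Schedule: 6 h compound treatment, 37 °C | Signal: Luciferase luminescence | Control set: Tunicamycin high control, DMSO low control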
tim23-1 inh = tim23-1 yeast growth inhibition | S. cerevisiae tim23-1 growth, BacTiter-Glo luminescence, 24 h | inhibition, % at 20 µM | 330,000 compounds, 1.3% hits;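 active means growth inhibition of the mutant yeast at or above 50%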;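 further: temperature-sensitive mutant grown at 25 °C; plate controls were DMSO-treated mutant yeast for no effect and medium wells lacking yeast for full effect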
Jurkat NFkB inh = lowers PMA/ionomycin-induced NF-kB signal in Jurkat cells. inhibition, % at 4 µM. 330,000 compounds, 0.53% hits. PMA/ionomycin-induced NF-kB luciferase reporter, luminescence; in the data active means inhibition above about 50%
tim10-1 inh = inhibits growth of tim10-1 mutant yeast | inhibition, % at 20 µM | S. cerevisiae tim10-1 ts strain growth, BacTiter-Glo, 24 h | 330,000 compounds, 2.2% hits | AID 463190;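 active means inhibition of at least 40%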;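 further: mutant grown at 25 °C; 0% = DMSO wells with yeast and 100% = wells holding no yeast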
697 NFkB inh = lowers PMA/ionomycin-induced NF-kB signal in 697 B cells; 330,000 compounds, 0.33% hits; 697 B-cell NF-kB luciferase reporter, 16 h; inhibition, % at 4 µM; in the data active means inhibition above about 35%
TIM10 inh = inhibits growth of TIM10 yeast strain | 330,000 compounds, 1.4% hits | inhibition, % at 10 µM | S. cerevisiae TIM10 strain growth, BacTiter-Glo luminescence, 24 h | AID 463195;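 active means inhibition of 40% or more at the single tested concentration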;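 further: wild-type TIM10 isogenic control strain grown at permissive 25 °C; 0% = DMSO yeast wells and 100% = minimal medium wells without yeast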
The depositor's hits bear a star.

SMILES	Mdm2 MdmX PPI	XBP1 UPR activ	CHOP UPR activ	tim23-1 inh	Jurkat NFkB inh	tim10-1 inh	697 NFkB inh	TIM10 inh
CCOc1ccc(NC(=O)NC2(C(=O)NCc3ccco3)CCCCC2)cc1	27.1	0.2	2.2	0.9	13.3	-6.2	8.3	-8.2
CCCN1CCN(C(=O)c2ccc3nc(CC)c(CC)nc3c2)CC1	10.4	-4.3	0.3	-1.6	13.0	-3.2	8.9	2.8
O=C(/C=C/c1ccccc1)NCCSc1ccc(Cl)cc1	-3.6	-1.8	-3.9	21.8	9.2	2.2	2.1	21.6
CC(OC(=O)c1cc[n+]([O-])cc1)C(=O)Nc1ccc(C(N)=O)cc1 (centres undefined)	-5.5	-1.2	-0.2	-9.0	-9.3	-13.2	-8.5	5.9
O=C(COC(=O)C1CCN(c2ccc(C(F)(F)F)cn2)CC1)NCc1ccccc1	0.4	-2.9	0.4	34.0	-2.0	29.6	-23.7	4.2
CC(=O)N1N=C(c2ccccc2O)CC1c1cccs1 (centres undefined)	-5.0	-3.4	2.4	31.3	2.7	11.3	-1.3	17.2
CCCCC(=O)NCCc1ccc(S(N)(=O)=O)cc1	13.6	-1.2	-1.8	-4.0	4.2	5.8	3.8	-12.9
CC(c1ccccc1F)n1cc(C(=O)NCCCc2nc3ccccc3[nH]2)nn1 (centres undefined)	-12.9	-4.1	0.3	19.9	-3.0	21.8	0.1	5.7
CC1CCCCC12NC(=S)N(c1ccccc1)N2 (centres undefined)	-24.8	2.0	0.7	1.9	-5.8	12.4	-25.5	13.5
Cc1ccc(/C=C2/CCc3c([nH]c4ccccc34)C2=O)cc1	-56.6	0.1	5.3	-6.0	-156.1	21.2	-255.3	-9.0
O=C(CN1C(=O)NC(c2ccccc2)(c2ccccc2)C1=O)NCc1ccccc1	8.8	-3.5	0.5	-5.5	5.3	-15.1	3.3	4.3
COc1ccc(NC(=O)/C(C#N)=C/c2cccnc2)c(OC)c1	15.5	-6.6	1.4	50.3*	13.4	31.1	16.8	26.8
CCn1nc(C)c(CN2CCCC(CNS(=O)(=O)c3ccc(OC)cc3)C2)c1C (centres undefined)	-8.0	-2.5	-2.0	-3.9	11.0	9.2	-7.9	-2.3
COc1cc(OC)cc(C(=O)OCC(=O)Nc2cccc(S(=O)(=O)NC3=NCCCCC3)c2)c1	22.0	-4.3	0.5	0.9	6.3	-7.3	-1.5	-10.2
COc1ccc(C2Nc3ccccc3C(=O)N2Cc2ccccc2)cc1CN1CCOCC1 (centres undefined)	-14.7	-4.2	1.5	9.9	7.4	0.9	14.5	4.1
COC(=O)c1c(Oc2nc(OC)cc(OC)n2)cccc1Oc1nc(OC)cc(OC)n1	-7.3	-3.7	0.1	19.4	7.1	-15.3	21.4	5.1
CCOC(=O)C1CCCN(C(=O)CN2C(=O)/C(=C/c3ccc(OC)cc3)Oc3ccccc32)C1 (centres undefined)	39.8	-0.9	3.5	28.0	4.9	-5.9	9.4	18.9
Cc1ccc(CCNC(=O)CCS(=O)(=O)Cc2ccc(C)cc2)cc1	-3.3	-6.8	0.4	-4.0	-3.4	-2.1	-2.1	7.7
COc1ccccc1NC(=O)Nc1nnc(CC(=O)Nc2ccccc2)s1	49.1	-3.3	0.9	-11.1	-0.1	-9.3	11.3	7.0
CCOCCCn1cnc2c3cc(F)ccc3n(C)c2c1=O	6.3	7.8	2.2	4.3	5.7	4.4	10.5	10.4
CS(=O)(=O)c1ccc(C(=O)NC2CCCc3ccccc32)cc1 (centres undefined)	-15.8	-1.2	5.6	13.8	5.4	9.3	3.2	-1.2
COC(=O)c1ccccc1NCC(=O)c1ccc(OC)cc1	0.7	-0.4	3.7	19.6	-7.7	32.0	-2.4	12.3
Cc1cccc(C=Nc2ccc3c4c(cccc24)CC3)c1O	-0.7	1.8	3.4	37.5	0.0	38.2	-6.0	24.5
CNc1nc(C)c(C(=O)c2ccc(Cl)cc2)s1	15.3	2.3	1.2	14.4	-0.1	10.9	-32.2	15.6
Cc1cccc(NC(=O)CNC(=O)CSc2ncccn2)c1C	4.0	-0.6	-0.5	3.9	-8.2	5.7	-10.4	1.3
CCOC(=O)c1ccc(NS(=O)(=O)c2cnc[nH]2)cc1	-30.9	-0.5	2.1	10.0	-3.0	1.3	-14.2	-15.3
Cn1cc(Cl)c(/C=C(\C#N)S(=O)(=O)c2ccccc2)n1	16.9	0.2	0.0	28.3	-2.0	19.2	24.7	5.7
COc1ccc(C2CC(c3ccccc3)=NN2c2ccc(C(N)=O)cc2)cc1 (centres undefined)	12.4	-1.0	-0.2	46.3	11.5	33.9	2.2	10.8

In the list so far, these contain an aryl methoxy group:
SMILES	Mdm2 MdmX PPI	XBP1 UPR activ	CHOP UPR activ	tim23-1 inh	Jurkat NFkB inh	tim10-1 inh	697 NFkB inh	TIM10 inh
COc1ccc(NC(=O)/C(C#N)=C/c2cccnc2)c(OC)c1	15.5	-6.6	1.4	50.3*	13.4	31.1	16.8	26.8
CCn1nc(C)c(CN2CCCC(CNS(=O)(=O)c3ccc(OC)cc3)C2)c1C (centres undefined)	-8.0	-2.5	-2.0	-3.9	11.0	9.2	-7.9	-2.3
COc1cc(OC)cc(C(=O)OCC(=O)Nc2cccc(S(=O)(=O)NC3=NCCCCC3)c2)c1	22.0	-4.3	0.5	0.9	6.3	-7.3	-1.5	-10.2
COc1ccc(C2Nc3ccccc3C(=O)N2Cc2ccccc2)cc1CN1CCOCC1 (centres undefined)	-14.7	-4.2	1.5	9.9	7.4	0.9	14.5	4.1
COC(=O)c1c(Oc2nc(OC)cc(OC)n2)cccc1Oc1nc(OC)cc(OC)n1	-7.3	-3.7	0.1	19.4	7.1	-15.3	21.4	5.1
CCOC(=O)C1CCCN(C(=O)CN2C(=O)/C(=C/c3ccc(OC)cc3)Oc3ccccc32)C1 (centres undefined)	39.8	-0.9	3.5	28.0	4.9	-5.9	9.4	18.9
COc1ccccc1NC(=O)Nc1nnc(CC(=O)Nc2ccccc2)s1	49.1	-3.3	0.9	-11.1	-0.1	-9.3	11.3	7.0
COC(=O)c1ccccc1NCC(=O)c1ccc(OC)cc1	0.7	-0.4	3.7	19.6	-7.7	32.0	-2.4	12.3
COc1ccc(C2CC(c3ccccc3)=NN2c2ccc(C(N)=O)cc2)cc1 (centres undefined)	12.4	-1.0	-0.2	46.3	11.5	33.9	2.2	10.8

Quoted at random: 2 records from the list
SMILES	Mdm2 MdmX PPI	XBP1 UPR activ	CHOP UPR activ	tim23-1 inh	Jurkat NFkB inh	tim10-1 inh	697 NFkB inh	TIM10 inh
COC(=O)c1ccccc1NCC(=O)c1ccc(OC)cc1	0.7	-0.4	3.7	19.6	-7.7	32.0	-2.4	12.3
COc1ccc(C2CC(c3ccccc3)=NN2c2ccc(C(N)=O)cc2)cc1 (centres undefined)	12.4	-1.0	-0.2	46.3	11.5	33.9	2.2	10.8
